Source: PubChem BioAssay
ERa SRC1 inh: ER-alpha (human) coactivator binding inhibition; P03372; TR-FRET ER-alpha LBD / SRC-1 peptide, estradiol-bound; inhibition, % at 25.6 µM; 86,000 compounds, 1.7% hits; AID 629; in the data active = inhibition above about 50%;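 note: 0% = receptor plus peptide control and 100% = peptide only without receptor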
VCAM1 TNFa inh: reduces TNF alpha induced VCAM1 expression in HUVEC; inhibition, % at 2 µM; HUVEC TNFa-induced VCAM-1 immunofluorescence, high-content imaging; 95,000 compounds, 0.48% hits; AID 802;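 active = inhibition above the batch mean plus 3 SD, with images confirmed as a hit by eye, cut at about 37% in these data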;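 note: 0% = TNF-stimulated DMSO wells and 100% = unstimulated control wells; not every result past the cut was called active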
TNFa cytotox: toxic to HUVEC cells under TNF alpha stimulation; AID 848; 93,000 compounds, 0.17% hits; HUVEC TNFalpha-stimulated, Hoechst cell count, imaging; cell count reduction, % at 2 µM;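 active = cell count reduction exceeding the screen mean by over 5 SD, scaled to untreated wells per plate, cut at about 78% in these data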;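 note: cells counted after 24 h of TNF alpha exposure following the 1 h pretreatment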
HUVEC tox IL1B: toxic to HUVEC cells under IL-1B stimulation | HUVEC cell count loss, Hoechst imaging, IL-1B stimulated | cell count reduction, % at 2 µM | 94,000 compounds, 0.41% hits;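 active = cell count reduction more than 3 SD above the screen-wide mean, cut at about 70% in these data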;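 note: normalized per plate to untreated control cells as the no-loss baseline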
Pyk2 oligo antag: antagonists of human Pyk2 oligomerization. Q293 cells, Pyk2 FERM NanoBiT luminescence; active compounds read low. z-score (the deposit names both 25 µM and 10 µM). Q14289. 99,000 compounds, 0.83% hits;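 active = Z-score of -3 or lower, scaled per plate to the spread of control and sample wells; inactive = z-score above -3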;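 note: negative z-score means lost luminescence so less FERM oligomerization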
Target sequence (Q14289 whole entry, looked up): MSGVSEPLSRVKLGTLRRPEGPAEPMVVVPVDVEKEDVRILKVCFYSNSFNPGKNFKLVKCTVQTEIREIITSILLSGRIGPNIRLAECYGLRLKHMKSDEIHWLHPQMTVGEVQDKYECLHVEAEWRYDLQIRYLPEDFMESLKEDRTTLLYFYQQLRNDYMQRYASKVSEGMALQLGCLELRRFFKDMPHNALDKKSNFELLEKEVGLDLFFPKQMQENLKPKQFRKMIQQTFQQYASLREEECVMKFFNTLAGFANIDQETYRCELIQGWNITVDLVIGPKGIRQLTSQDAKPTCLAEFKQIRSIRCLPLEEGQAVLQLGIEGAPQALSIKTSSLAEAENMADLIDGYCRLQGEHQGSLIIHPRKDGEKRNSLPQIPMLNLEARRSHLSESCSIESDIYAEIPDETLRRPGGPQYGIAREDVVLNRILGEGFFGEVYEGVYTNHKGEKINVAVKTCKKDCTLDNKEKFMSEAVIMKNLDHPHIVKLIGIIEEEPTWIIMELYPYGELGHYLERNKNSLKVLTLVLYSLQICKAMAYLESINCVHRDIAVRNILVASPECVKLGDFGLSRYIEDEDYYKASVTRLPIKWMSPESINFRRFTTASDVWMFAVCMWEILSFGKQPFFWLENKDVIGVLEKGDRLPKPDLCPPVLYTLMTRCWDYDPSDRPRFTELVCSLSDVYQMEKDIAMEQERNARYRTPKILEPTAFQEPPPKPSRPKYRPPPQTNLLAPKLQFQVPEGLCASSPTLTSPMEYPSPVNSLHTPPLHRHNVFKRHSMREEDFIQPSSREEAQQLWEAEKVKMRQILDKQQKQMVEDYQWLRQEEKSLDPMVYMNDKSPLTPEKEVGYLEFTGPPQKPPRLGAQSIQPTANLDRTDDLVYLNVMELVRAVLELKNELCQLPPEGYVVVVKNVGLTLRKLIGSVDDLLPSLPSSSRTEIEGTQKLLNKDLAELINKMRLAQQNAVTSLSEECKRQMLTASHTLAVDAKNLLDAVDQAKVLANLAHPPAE
PTPN22 inh 2: LYP (human) phosphatase inhibition; AID 640; Q9Y2R2; inhibition, % at 2 µM; 96,000 compounds, 0.21% hits; recombinant LYP catalytic domain, DiFMUP fluorescence;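 active = inhibition at 2 µM at or above a set limit, the screen mean plus 3 SD, cut at about 24% in these data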;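 note: 0% = DMSO with enzyme and 100% = enzyme fully blocked by orthovanadate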
LYP act: LYP (human) phosphatase activation; 96,000 compounds, 0.11% hits; AID 697; recombinant LYP, DiFMUP fluorescence; 0 = plate median, 100 = signal doubled; activation, % at 2 µM;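 active = activation at 2 µM above a set limit, the mean plus 5 SD, cut at about 37% in these data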
FAK blocker: inhibitors of human focal adhesion kinase. Q05397. biochemical FAK kinase activity assay. inhibition, %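 (tested at 7 µM)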. 97,000 compounds, 0.84% hits; in the data active = inhibition above about 19%;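 note: 0% = DMSO and 100% = reference compound high control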
F-actin modifier: modifiers of cytoskeleton assembly; HUVEC TNFa F-actin phalloidin imaging, high content; 91,000 compounds, 0.18% hits; AID 836; inhibition, % at 2 µM;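 active = inhibition above the batch mean plus 3 SD and confirmed as a hit by visual image inspection, cut at about 30% in these data, passing the limit was not always enough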; note: strong numbers were not always called active
Numbers without * were called inactive; / = not tested or not shown; [ ] = dose if it differs, or a comment.

SMILES	ERa SRC1 inh	VCAM1 TNFa inh	TNFa cytotox	HUVEC tox IL1B	Pyk2 oligo antag	PTPN22 inh 2	LYP act	FAK blocker	F-actin modifier
Cc1ccnc(Sc2ccc([N+](=O)[O-])cc2[N+](=O)[O-])n1	/	4	-11	-21	-0.13	5	-3	1	9
O=C(NCc1cc(C(F)(F)F)cc(C(F)(F)F)c1)C12CN(Cc3ccccc3)CC1C(c1cccc([N+](=O)[O-])c1)=NO2 (configuration not stated)	/	-8	3	6	/	7	-9	2	-22
CN1CC2(Cc3c1ccc1ccccc31)C(=O)OC(C)(C)OC2=O	/	-17	-4	-12	0.66	-4	4	-2	47
COc1ccc(Cn2nnnc2C(C(C)C)N2CCc3ccccc32)cc1 (configuration not stated)	2	-15	-30	-9	-1	-3	-1	0	0
Cc1ccc2c(c1)c1ncnc(N3CCOCC3)c1n2C	-32	-4	-37	-32	0.69	2	-3	2	16
O=C(NCc1ccco1)C1CCN(S(=O)(=O)Cc2ccccc2)CC1	-11	/	/	-52	0.08	0	-1	-2	/
COCCn1c(C)cc(C2=NNC(=Nc3ccc(Cl)cc3Cl)SC2)c1C	2	0	-19	15	-0.45	-7	7	-4	27
Cc1ccnc(NC2(C(F)(F)F)N=C(c3ccccc3)NC2=O)c1 (configuration not stated)	/	20	/	5	0.1	-8	12	-1	7
Cc1nc(N)sc1N=Nc1ccc(Br)cc1	-4[fluorescence artefact?]	11	-10	17	-0.62	-5	6	2	-9
CC(C)(C)n1nnnc1C(c1ccc(Cl)cc1)N1CCCc2ccccc21 (configuration not stated)	-4	5	-10	-13	-1.8	-3	6	0	25
Cc1ccc2c(c1)c1c(n2CC(O)Cn2ccnc2C)C(=O)CCC1 (configuration not stated)	-8	-9	/	7	1.2	8	-8	-1	-10
COc1cc2c(cc1NC(=O)c1ccncc1)oc1ccccc12	1	-7	7	-19	-0.79	-2	5	2	-12
CCOC(=O)C(NC(=O)OC(C)C)(Nc1nccs1)C(F)(F)F (configuration not stated)	1	-2	-6	2	0.07	3	-6	-2	-6
CS(=O)(=O)N(Cc1ccc(C(=O)NCCSCc2ccco2)cc1)c1ccccc1	-7	-12	-26	-64	1.5	0	3	-2	8
Cc1cccc(C(C)Nc2ccc([N+](=O)[O-])cn2)c1 (configuration not stated)	/	4	4	16	-1.2	14	-11	7	-5
O=C(N/N=C/c1c(Cl)cccc1Cl)c1ccc(F)cc1	/	-8	4	-34	-0.52	-3	5	2	20
Cc1nn(-c2ccccc2)c(C)c1C1C(C#N)=C(N)Oc2n[nH]c(C)c21 (configuration not stated)	-7	-2	-10	-198	0.62	2	-2	-3	18
CC(C)(C)OC(=O)N1Cc2ccccc2C[C@H]1C(=O)O	1	-14	-9	14	1.1	-3	0	0	26
CCOC(=O)COc1c(OC)cc(Cl)cc1C1Nc2ccccc2C(=O)N1c1ccccc1 (configuration not stated)	/	7	0	6	-2.9	16	-13	4	-6
CCOC(=O)c1ccc(S(=O)(=O)n2c(CN3CCCCC3)nc3ccccc32)cc1	-30	-25	-6	-10	1.5	-9	8	2	-9

Four of the entries above in order of the FAK blocker value, high to low:
Molecule	FAK blocker
CCOC(=O)COc1c(OC)cc(Cl)cc1C1Nc2ccccc2C(=O)N1c1ccccc1 (configuration not stated)	4
Cc1nc(N)sc1N=Nc1ccc(Br)cc1	2
Cc1ccnc(Sc2ccc([N+](=O)[O-])cc2[N+](=O)[O-])n1	1
O=C(NCc1ccco1)C1CCN(S(=O)(=O)Cc2ccccc2)CC1	-2

The list continues.
SMILES	ERa SRC1 inh	VCAM1 TNFa inh	TNFa cytotox	HUVEC tox IL1B	Pyk2 oligo antag	PTPN22 inh 2	LYP act	FAK blocker	F-actin modifier
O=[N+]([O-])c1cnccc1Nc1ccc(F)cc1	-7	53*	94*	-47	0.96	3	-4	3	85*
COC(=O)c1ccc(Sc2ccccc2NS(=O)(=O)c2ccc(NC(C)=O)cc2)nc1	/	9	6	-16	0.23	9	-7	-6	-38
CCN(Cc1cc2ccccc2[nH]c1=O)C(=O)C(C)C	13	6	-2	1	0.18	10	-10	-3	63
Cn1c(SCC(=O)n2c3c(c4ccccc42)CCCC3)nnc1-c1ccccc1	10	-1	-55	1	0.16	10	-9	4	/
COC(=O)CSc1nc(-c2ccc(C)cc2)c2c(c1C#N)CCCC2	-3	-2	-24	-77	-1.2	0	-3	-3	9
Cc1ccc(SCc2nc(-c3ccccn3)no2)cc1	-3	-9	-43	-2	0.04	-3	2	2	18
O=C(NC1CCCCC1)c1ccc(COCC(F)(F)F)o1	-3	1	4	-14	0.04	6	-4	-5	5
COc1cccc(C2CC(=O)N3CN(c4ccccc4F)CSC3=C2C#N)c1 (configuration not stated)	-8	20	-9	1	/	1	-4	-2	-6
CC(C)(C)OC(=O)N1CCC[C@H]1c1nnc(SCc2ccccc2F)o1	-3	2	-14	10	-1.2	17	-14	5	4
O=C(NC1CCCCCC1)c1cc(S(=O)(=O)N2CCOCC2)ccc1N1CCCCC1	10	6	-34	13	-1.3	9	-6	2	1
CC1=CC(C)(C)N2C(=O)C3(SCC(=O)N3c3ccc(O)cc3)c3cc(C)cc1c32 (configuration not stated)	12	2	-24	-5	-2.3	10	-11	-1	6
COc1ccc(C(=O)N2CCCC(c3nc(-c4cccs4)no3)C2)cc1OC (configuration not stated)	2	-10	8	3	1.6	-3	1	5	-4
CCN1CCN(C(=O)C2c3cc(OC)c(OC)cc3C(=O)N(C)C2c2ccc(SC)cc2)CC1 (configuration not stated)	-1	18	5	-16	0.43	-2	6	-1	-10
Cc1ccc(-c2cc(-c3ccc(Cl)cc3)c(C#N)c(N)n2)o1	40	6	-23	-28	-0.54	-4	7	-3	4
Cc1cc(C)n(C(=O)COc2ccccc2C)n1	0	9	-11	-43	0.37	-5	7	0	-14
COc1ccc(Cl)cc1NC(=O)CCn1cnc2ccccc2c1=O	-4	0	3	-13	0.95	0	-4	-1	12
COC(=O)CN(c1ccc(C)cc1)S(=O)(=O)c1c(C)[nH]c(=O)[nH]c1=O	-10	8	-4	-9	-1.2	-19	21	1	/
O=C(Nc1ccccc1C(F)(F)F)N1CCN(C(c2ccccc2)c2ccccc2)CC1	6	14	-8	11	-1.1	-2	4	-2	-16
CCOC(=O)C(NCCCCl)c1ccccc1 (configuration not stated)	2	13	-10	-8	-0.45	15	-14	4	10
O=C(NCC1(c2ccccc2)CCCC1)C(=O)NCC1(c2ccccc2)CCCC1	2[fluorescence artefact?]	-1	/	-18	0.72	-18	19	-2	-2
Cc1ccc(SCCNC(=O)c2ccccc2C)cc1	0	-8	-24	/	-0.91	2	-2	1	7
Cc1nc2ncnn2c(C)c1CCC(=O)N1CCN(Cc2ccccc2)CC1	-4	9	12	14	0.84	7	-4	-1	-12
O=C(O)CCN(CCC(=O)O)S(=O)(=O)c1ccccc1	-4[fluorescence artefact?]	2	-24	7	-0.07	2	-2	-3	-27
Cc1cccc(C)c1NC(=O)CS(=O)CC(=O)NCCCc1ccccc1 (configuration not stated)	/	-4	10	14	0.19	12	-9	-7	-11
CCOc1ccc(C(=O)Nc2ccncc2)cc1	12	2	-23	-8	0.02	-3	4	5	-6
COc1ccc(CCN2CC(C(=O)O)CC2=O)cc1 (configuration not stated)	-4	20	4	0	0.39	8	-5	-4	-15
O=C(O)CCN1Cc2ccccc2C1=O	-6	8	-33	1	0.2	1	-3	1	20
COc1ccccc1C(=O)Oc1cc(N)n(S(=O)(=O)c2ccc(C)cc2)n1	/	-24	-12	-12	0.22	-3	3	8	-16
CCOC(=O)c1cnc(SC)nc1Oc1cccc(NC(=O)c2cccc(Cl)c2Cl)c1	/	5	-4	-37	-0.15	3	-2	-2	0
CN(CC(=O)NCc1ccc(Cl)cc1)S(=O)(=O)c1cccc2nsnc12	2	0	-27	-21	-0.58	-12	11	2	34
COc1ccccc1NC(=O)N1CCc2[nH]c3ccc(F)cc3c2C1	-1	-3	1	-19	-0.51	11	-8	-5	42
COc1ccc(S(=O)(=O)NCCC(=O)NCc2ccc(F)cc2)cc1	3[fluorescence artefact?]	8	-21	8	2	-11	8	3	-21
COCCNC(=S)N/N=C(\C)c1ccc(-n2ccnc2)cc1	/	6	-1	-5	0.1	-13	14	-1	-7
CCOC(=O)N1CCN(CC(O)COCC2=CCC3CC2C3(C)C)CC1 (configuration not stated)	/	/	/	/	-0.88	-7	8	-1	/
Cc1c(NC(=O)CN2CCN(C(c3ccccc3)c3ccccc3)CC2)c(=O)n(-c2ccccc2)n1C	4	-17	1	-22	-3.5*	-6	4	3	/
O=C(Nc1nccs1)c1ccc(COc2ccc(Cl)cc2)o1	-10	-5	-22	-22	-1.1	3	-2	3	-14
Cc1ccc(C)c(CSc2nnc(CCN)o2)c1	1	24	43	1	1.4	0	-4	-1	-39
COc1ccc(OC)c(NC(=O)c2cc3ccccc3o2)c1	3	-8	-21	8	-1.3	-2	2	1	-1
O=C(NCCc1ccccc1)c1noc2c1CCCCC2	15	-1	-15	-7	0.68	1	-4	5	1
Cc1ccc(S(=O)(=O)N/N=C/c2ccc(OCC(=O)NC(C)C)cc2)cc1	/	-11	-7	3	0.94	6	-3	2	27
CC(=O)c1cccc(Nc2nc(-c3cccc([N+](=O)[O-])c3)cs2)c1	/	39*	-1	-4	-0.93	8	-3	1	-6
O=C1c2ccccc2C(=O)N1CC(O)CN1CCOCC1 (configuration not stated)	-5	-18	13	-7	-0.13	11	-8	1	-28
Cc1ccc(NC(=O)C2CCCN(S(=O)(=O)c3c(C)noc3C)C2)c(C)c1 (configuration not stated)	7[fluorescence artefact?]	3	-34	3	3.3	-2	2	4	1
Cc1ccc(Cl)c(NC(=S)N(CCCN2CCOCC2)Cc2ccco2)c1	/	0	12	-42	0.2	-9	11	-2	-58
COc1ccc(C(=O)Nc2ccc(S(=O)(=O)Nc3cc(C)nc(C)n3)cc2)c(OC)c1	0	-15	-19	-3	0.76	-8	6	1	14
CCS(=O)(=O)C(=C1NCCO1)S(=O)(=O)CC	5	26	-24	-18	0.52	3	1	0	-1
O=C(O)C1CCC(CNCc2cccnc2)CC1 (configuration not stated)	/	3	-4	12	/	4	0	1	-28
Cc1ccc(CCNC(=O)C2CCN(S(=O)(=O)c3c(C)nn(C)c3C)CC2)cc1	-3	13	-7	7	/	-11	9	0	4
Cc1nn(-c2ccccc2)c(OC(=O)c2cccs2)c1S(=O)(=O)c1ccccc1	/	16	-20	-20	0.44	-2	0	2	11
O=C(Nc1ccc2c(c1)OCO2)c1cnn2c1NC(c1ccco1)CC2C(F)(F)F (configuration not stated)	4	-26	-33	-7	-1.9	3	-5	-3	18
COc1ccc(-n2cnnc2SCC(=O)Nc2nc(C)c(Cl)cc2Cl)cc1	2	17	6	3	-0.75	3	-2	-1	-17
COC(=O)C(Cc1cncn1COCc1ccccc1)NC(=O)OC(C)(C)C (configuration not stated)	-7	11	-13	-35	0.1	-2	0	-4	-13
CCn1c(SCC(=O)NCCc2ccc(Cl)cc2)nnc1-c1cccs1	1	22	-1	-32	0.06	0	-4	2	-15
O=C(N/N=C/C=C/c1ccccc1)c1cnccn1	0[fluorescence artefact?]	-21	-11	5	-0.7	10	-10	-2	21
O=Cc1cn(CC(=O)N2CCOCC2)c2ccccc12	-19	13	7	-1	0.31	-6	6	-1	10
CCN(CC)CCCN1C(=O)C(=O)/C(=C(/O)c2cc(C)ccc2C)C1c1cccnc1 (configuration not stated)	-8	-22	-24	19	1.3	0	-2	3	22
CN(C)S(=O)(=O)c1ccc2c(c1)nc1n2CCC1	-8	2	1	15	-0.39	7	-6	-2	-4

In another format: entries from further up.
Below each SMILES – ERa SRC1 inh	VCAM1 TNFa inh	TNFa cytotox	HUVEC tox IL1B	Pyk2 oligo antag	PTPN22 inh 2	LYP act	FAK blocker	F-actin modifier
Cc1ccc(CCNC(=O)C2CCN(S(=O)(=O)c3c(C)nn(C)c3C)CC2)cc1
→ -3	13	-7	7	/	-11	9	0	4
O=C(N/N=C/C=C/c1ccccc1)c1cnccn1
→ 0[fluorescence artefact?]	-21	-11	5	-0.7	10	-10	-2	21
